hgDAF-12 ag: H. glycines DAF-12 receptor agonists, primary screen, cell-based, luminescence, HEK293, GAL4 fusion, UAS-luciferase; AID 687014, 2013; activation, % at 6.8 µM; HEK293 GAL4-hgDAF12 UAS-luciferase reporter, agonist luminescence; normalized to butyrate control; hit rate 1.8% among 370,000; Nuclear hormone receptor DAF-12 (Heterodera glycines), GAL4 fusion;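 active = activation above a cutoff set at the mean of all screened compounds plus 3 SD, cut at about 10% in these data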;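 note: 0% = DMSO wells and 100% = sodium butyrate wells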
PLC-beta3 inh: human PLC-beta3 inhibitors, primary screen, biochemical, fluorescence. 1-phosphatidylinositol 4,5-bisphosphate phosphodiesterase beta-3 (Homo sapiens), Q01970. Purified PLC-beta3, fluorogenic substrate. inhibition, % at 12.2 µM. hit rate 0.18% among 370,000. AID 720704, 2013; in the data active = inhibition above about 11%;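 note: 0% = median of compound wells on plate and 100% = full blocker control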
sPLA2-III inh: human group III sPLA2 inhibitors, primary screen, biochemical, QFRET, BODIPY PC-A2 liposome substrate; inhibition, % at 12.2 µM; hit rate 0.56% among 370,000; Group 3 secretory phospholipase A2 (Homo sapiens), Q9NZ20; QFRET BODIPY PC-A2 liposome hydrolysis, fluorescence; AID 743126, 2013;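 active = inhibition above mean plus 3 SD of compounds lying within the high and low control bounds, cut at about 19% in these data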;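 note: 0% = median of test compound wells and 100% = no enzyme DMSO wells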
Target sequence (Q9NZ20 whole entry, looked up): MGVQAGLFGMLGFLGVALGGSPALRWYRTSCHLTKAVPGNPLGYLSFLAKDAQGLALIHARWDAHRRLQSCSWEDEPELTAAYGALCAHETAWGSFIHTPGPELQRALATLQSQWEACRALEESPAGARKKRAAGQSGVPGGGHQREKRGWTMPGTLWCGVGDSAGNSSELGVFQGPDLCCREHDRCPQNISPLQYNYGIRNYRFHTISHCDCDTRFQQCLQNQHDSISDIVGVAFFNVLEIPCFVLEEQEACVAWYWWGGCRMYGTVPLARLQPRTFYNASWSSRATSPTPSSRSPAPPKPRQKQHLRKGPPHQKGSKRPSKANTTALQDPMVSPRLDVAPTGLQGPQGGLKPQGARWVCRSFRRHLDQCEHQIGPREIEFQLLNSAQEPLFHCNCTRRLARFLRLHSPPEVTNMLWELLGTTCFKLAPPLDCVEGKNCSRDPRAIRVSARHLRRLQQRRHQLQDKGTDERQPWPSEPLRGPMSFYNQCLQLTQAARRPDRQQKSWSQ
FXN GAA850 act: FXN promoter activators, primary screen, cell-based, luciferase luminescence, HEK293 lucGAA850 | activation, % at 6 µM | hit rate 0.56% among 360,000 | HEK293 lucGAA850 FXN promoter luciferase reporter, 24 h; percent of 10 µM SAHA response;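 active = activation above the average of all compounds screened plus 3 SD, cutoff fixed separately per campaign, cut at about 7.5% in these data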;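 note: 0% = DMSO wells and 100% = 10 µM SAHA wells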
ssDAF-12 act: S. stercoralis DAF-12 nuclear receptor activators, primary screen, cell-based, luminescence, HEK293, GRIP1 co-expression, lit1-tk-luc; Nuclear hormone receptor DAF-12 (Strongyloides stercoralis); HEK293 ssDAF-12/GRIP1 lit1-tk-luc reporter; % of 3 µM dafachronic acid response; activation, % at 6.8 µM; hit rate 1% among 370,000;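 active = activation above the mean over all tested compounds plus 3 SD, cut at about 0.9% in these data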;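 note: 0% = DMSO-only wells and 100% = 3 µM delta7-dafachronic acid wells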
DAX1 inh-1: DAX1 (NR0B1) inhibitors on StAR promoter, primary screen, cell-based, luminescence, SF-1 (NR5A1), full-length DAX-1. AID 652010, 2013. inhibition, % at 6.8 µM. HEK293T StAR-luciferase reporter, SF-1/DAX-1 repression relief. hit rate 1.1% among 370,000;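 active = inhibition above the mean over all tested compounds plus 3 SD, cut at about 3.6% in these data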;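 note: 0% = DAX-1 cells with DMSO and 100% = cells lacking DAX-1 with DMSO; higher inhibition means more luminescence from relief of DAX-1 repression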
hcDAF12 agonist: H. contortus DAF-12 nuclear receptor activators, primary screen, cell-based, luminescence, HEK293, lit1-tk-luc reporter | AID 652067, 2013 | hit rate 1.4% among 370,000 | activation, % at 6.8 µM | HEK293 hcDAF-12 lit1-tk-luc reporter; 0% DMSO, 100% Δ7-dafachronic acid;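 active = activation above the mean of all tested compounds plus 3 SD, cut at about 5.5% in these data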;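 note: 100% = response to 3 µM Δ7-dafachronic acid high control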
DAX1 inh-2: DAX1 (NR0B1) inhibitors, primary screen, cell-based, HEK293, Gal4-DAX1, luciferase luminescence | HEK293 Gal4-DAX1 luciferase reporter | Nuclear receptor subfamily 0 group B member 1 (Homo sapiens), P51843 | hit rate 0.99% among 340,000 | AID 504766, 2011 | inhibition, % at 6.75 µM;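 active = inhibition above the mean over all tested compounds plus 3 SD, cut at about 4.2% in these data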;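 note: 0% = DAX1-transfected cells with DMSO and 100% = empty-vector control cells with DMSO; inhibition shows as a rise in luminescence from relieved DAX1 repression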
Target sequence (P51843 207-470 limits assumed): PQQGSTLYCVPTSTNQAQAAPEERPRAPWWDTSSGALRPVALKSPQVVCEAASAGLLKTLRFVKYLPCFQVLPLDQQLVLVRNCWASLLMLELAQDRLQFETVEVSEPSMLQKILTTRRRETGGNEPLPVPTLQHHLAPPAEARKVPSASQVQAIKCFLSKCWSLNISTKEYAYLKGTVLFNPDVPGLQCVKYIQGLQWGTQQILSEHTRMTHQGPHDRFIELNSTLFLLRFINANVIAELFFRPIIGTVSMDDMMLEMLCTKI
SMARCA2 act: SMARCA2 (BRM) function activators, primary screen, cell-based, luminescence, high throughput; MG213 cells, MMTV-luciferase reporter, dexamethasone, overnight; activation, % at 9.1 µM; hit rate 1% among 370,000; in the data active = activation above about 7.8%;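 note: 0% = vehicle wells and 100% = reference activator wells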
Rev-erbA mod: modulators of Rev-erb alpha DNA binding, primary screen, biochemical, FITC-DNA, fluorescence polarization, uHTS. Nuclear receptor subfamily 1 group D member 1 (Homo sapiens), P20393. Rev-erbα–FITC-DNA binding, 90 min. activity, % at 10 µM. hit rate 0.79% among 370,000;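 active = activity above about 14%, limit read from the data; passing the limit was not always enough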;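 note: 0% = DMSO wells with 35 nM protein and 100% = DMSO wells with 750 nM protein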
PG9 Ab binder: binders of HIV-1 gp120 antibody PG9, primary screen, biochemical, TR-FRET | hit rate 0.43% among 360,000 | AID 624416, 2012 | HIV-1 gp120 / PG9 antibody interaction | TR-FRET gp120-PG9 antibody binding | inhibition, % at 6.7 µM; in the data active = inhibition above about 8.5%
Numbers without * were called inactive; / = no result given; & = joins results of further samples.

Results follow in this order: hgDAF-12 ag	PLC-beta3 inh	sPLA2-III inh	FXN GAA850 act	ssDAF-12 act	DAX1 inh-1	hcDAF12 agonist	DAX1 inh-2	SMARCA2 act	Rev-erbA mod	PG9 Ab binder
CCNC(=O)C1(C)CCCN1C(=O)c1ccc(F)c(Cl)c1 (stereo not drawn)
 : -1.5	3	-3	-0.5	-0.5	0.1	-1.1	/	5	1	0.0
COC(=O)C1=C(Nc2ccc(OC)cc2)C=C(C)C(C(=O)OC)C1c1ccc(C)cc1 (stereo not drawn)
 : 1.3	-46	4	-0.3	-1.7	-0.3	-1.7	-0.1	0	2	0.2
CCOc1ccccc1N(CC(=O)N/N=C(\C)c1cccc(Br)c1)S(C)(=O)=O
 : -1.2	-2	-6	3.7	-1.5	-0.2	-0.8	-1.0	2	-1	-2.1
CN(CCc1ccccn1)C(=O)CCC1CCCN(C(=O)c2ccsc2)C1 (stereo not drawn)
 : 2.6	-1	4	-0.2	-1.6	0.2	0.5	-0.1	-5	1	-0.7
C=C(C)C(=O)Nc1cccc(C2=NOC3(C2)C[C@H](C(N)=O)N(C(=O)/C=C/C)C3)c1 (stereo partly drawn)
 : 1.7	6	-5	2.7	-1.2	0.4	0.3	0.5	-1	-11	2.6
CCOc1cc(NC(=S)NCCCN2CCOCC2)c(OCC)cc1NC(=O)c1ccco1
 : -1.2	-16	3	3.6	-0.8	-0.2	-2.4	1.4	0	0	-2.7
CCCOc1cccn2c(N(C=O)Cc3ccc(OC)cc3)c(CC)nc12
 : -1.2	-8	1	-0.8	-0.4	-0.1	-0.7	/	3	-7	2.2
COc1ccccc1C(=O)NCCNc1ccc([N+](=O)[O-])cc1Cl
 : 0.1	-4	3	3.6	-1.3	-0.6	-0.9	-0.5	-1	4	0.7
Nc1nnc(Sc2ccc(Cl)cc2[N+](=O)[O-])s1
 : 0.2	1	1	2.3	-0.5	0.3	-1.5	1.5	1	-5	-2.4
C=CCn1c(SCCCC)nc(O)cc1=O
 : -2.2&-0.3	1&-4	-3&-6	0.1&0.6	-1.9&-1.4	0.5&1.3	0.7&-2.1	-0.3&-0.5	-4&-1	1&0	-2.4&0.2
CCOC(=O)N1CCN(c2c(N3CCN(c4ccccc4F)CC3)c(=O)c2=O)CC1
 : -2.6	2	7	0.4	-1.6	0.4	1.0	1.4	2	-7	-3.2
O=C(NN=Cc1cccc2ccccc12)C1CC1
 : 3.0	-3	-12	-0.1	-1.1	0.0	-0.4	-1.0	1	3	-3.6
O=C(Nc1cccn(Cc2c(Cl)cccc2Cl)c1=O)c1ccccc1Cl
 : -3.1	-13	-6	-1.5	-2.2	-1.8	-2.0	-1.0	-1	-1	-0.9
Cc1ccccc1Cn1nc(C)c(NC(=O)c2ccccc2)c1C
 : 13*	-2	-3	-0.6	-0.7	-0.6	-0.9	-1.0	1	-1	-2.3
Cc1ccc2oc(=O)cc(CN3CCCCC3)c2c1
 : 1.1	-11	-2	-0.6	-0.8	0.1	-1.5	0.8	0	-2	-1.0
CN(CC(=O)Nc1cccc(F)c1)C(=O)c1ccc(N2CCCCCC2)c([N+](=O)[O-])c1
 : -1.3	-8	-2	1.8	-1.4	-4.0	-2.3	-1.3	-2	-2	0.0
CCOc1cccc(N2C(=O)CC(N3CCN(c4nc5ccccc5s4)CC3)C2=O)c1 (stereo not drawn)
 : 1.3	2	-11	-0.3	-1.6	0.1	-0.6	1.4	4	-2	1.4
COc1ccc(-c2nsc3c(N4CCCCC4)ncnc23)cc1
 : -10	0	5	-13	-2.1	-2.3	-4.2	-1.4	-5	20*	2.6
COc1cc(-n2c(C)cc(O)cc2=O)ccc1Cl
 : 2.5	0	-5	/	-0.4	-0.2	1.0	/	0	-7	1.6
CC(C)NC(=O)NC(=O)COC(=O)c1ccccc1O
 : 0.1	0	1	2.7	-0.9	0.3	-0.2	-0.1	0	6	0.1
COc1cc(O)c(C(CC(=O)N2CCCCC2)c2ccc(N(C)C)cc2)c(OC)c1 (stereo not drawn)
 : -0.6	-4	-1	-1.6	-0.8	-0.2	0.6	0.0	-1	1	-2.5
CCc1ccc(OCC(=O)N(C)C)c(Br)c1
 : 0.6	-3	-1	3.6	-0.8	0.5	-1.9	5.5*	-1	-2	-1.6
O=C(c1ccc2c(c1)OCO2)N(c1ccc(Cl)cc1)C1C=CS(=O)(=O)C1 (stereo not drawn)
 : 2.7	2	8	-0.2	-1.2	1.0	-1.2	-0.2	-2	1	-0.9
CN(C(=O)COC(=O)c1ccc(Cl)s1)C1(C#N)CCCCC1
 : 1.2	-4	3	1.1	-0.8	0.4	0.5	0.6	-1	9	1.1
Cc1nn(-c2ccc(F)cc2)c(C)c1NS(=O)(=O)c1ccc(Cl)cc1
 : -0.9	6	-26	2.4	-1.1	-0.8	-2.3	-0.7	-6	-4	2.0
COc1ccc(CCNC(=O)CCNS(=O)(=O)c2cc(Br)cnc2N)cc1OC
 : 2.5	-11	4	-0.8	-1.3	-0.2	-0.2	-0.5	-1	0	1.3
Cc1nc(N)[nH]c(=O)c1CC(=O)OCCCl
 : -1.0	-2	-5	2.6	-1.2	0.1	-1.9	2.1	3	0	-2.2
O=C(CN1C(=O)C2C3C=CC(C4CC34)C2C1=O)OCC(=O)c1ccccc1 (stereo not drawn)
 : 2.3	1	3	2.0	-1.5	0.9	0.5	0.2	-1	-2	0.1
CC(C)c1ncc(C(O)c2ccccc2)n1C (stereo not drawn)
 : -1.6	-6	15	0.9	-1.3	-0.1	0.1	2.1	-1	-2	3.4
O=S(=O)(c1ccc(NC(=S)NN=Cc2ccccc2O)cc1)N1CCCCC1
 : -5.4	-151	26*	3.2	-0.2	-1.6	-0.7	-1.3	-5	5	-1.2
Cc1ccccc1C(=O)Oc1ccccc1N1C(=O)C2CC=CCC2C1=O (stereo not drawn)
 : 1.9	1	-2	2.6	-0.3	0.7	0.6	1.6	-3	-5	-0.5
Cc1c(C(c2ccc(F)cc2)c2c(C)n(C)n(-c3ccccc3)c2=O)c(=O)n(-c2ccccc2)n1C
 : -2.5	-5	10	-0.1	-0.6	-0.2	2.7	0.3	-3	-5	2.3
O=C(Cn1cccc1)N1CCN(c2ccc(F)cc2)CC1
 : -1.5	1	-8	0.4	-1.5	-0.3	2.1	-0.1	-3	0	-0.7
Cc1nn(-c2ccccc2)c2c1C1(C(=O)N(C(C)C)c3ccccc31)C(C#N)=C(N)O2 (stereo not drawn)
 : -0.4	0	-35	0.6	0.1	0.7	3.6	-0.3	-2	-2	-1.0
CCn1c(CNc2ccc(C(=O)O)cc2)nc2ccccc21
 : 1.1	-1	-2	1.9	-0.3	0.5	9.3*	0.0	1	-1	-1.6
CC1(C(=O)Nc2nc3ccc(S(C)(=O)=O)cc3s2)CC1(Cl)Cl (stereo not drawn)
 : 6.8	-3	-8	0.2	-0.9	-0.4	0.4	-0.2	0	-1	-1.4
c1ccc(-c2nc(-c3ccccn3)nc(-c3ccccn3)n2)nc1
 : -1.0	-5	-6	-1.0	-0.5	-1.0	2.7	-0.5	-1	-2	0.8
CC(=O)Nc1cc(-c2cccc(C(=O)NCCN(C)C)c2)cn2c(-c3cccc(C(F)(F)F)c3)cnc12
 : 0.5	-24	-11	-2.7	-1.0	0.5	-1.1	/	22*	4	0.1
COc1ccc(CCNC(=O)CNS(=O)(=O)c2ccc(N(C)C)c([N+](=O)[O-])c2)cc1OC
 : -3.6	-8	-3	2.1	-1.1	-0.2	-2.7	0.2	-3	4	-1.6
COC(=O)/C=c1/s/c(=C(\C#N)C(=O)NCc2ccco2)n(-c2ccccc2)c1=O
 : 0.0	-18	-5	0.6	0.2	-0.3	-0.2	1.2	-2	-1	0.5
CC1(Oc2ccc(CC#N)cc2)CCN(Cc2ccccc2OC(F)F)C1 (stereo not drawn)
 : 2.0	1	-5	-1.1	-1.8	-1.4	-2.0	/	-1	2	0.2
CC(=O)Nc1ccccc1C(=O)N1CCN(Cc2ccc3c(c2)OCO3)CC1
 : -1.9	-7	9	-1.4	-0.9	-0.4	-0.8	0.3	-1	0	1.3
COc1ccc2ccccc2c1CN1CCN(Cc2ccccc2)CC1
 : 0.8	1	2	-3.6	-1.2	0.2	-0.2	-0.2	-2	8	0.6
NC(=O)c1c(NC(=O)CSc2nnc(-c3ccco3)n2-c2ccccc2)sc2c1CCC2
 : -5.2	-13	-2	0.2	-1.5	-1.4	-2.6	-0.9	-3	-32	1.8
Cc1ccc(Nc2ccc(C(=O)O)cc2N)cc1
 : 6.8	-81	-16	/	1.1*	2.6	1.8	/	9.4*	1	-9.2
CCc1noc(C)c1C(=O)Nc1cc(S(=O)(=O)N(CC)CC)ccc1N1CCOCC1
 : 0.2	-32	8	0.2	-0.5	-0.1	-0.8	2.3	-2	-1	-0.4
COC(=O)c1cccc(Cn2ccc3ccc(-c4ccc5ccn(C(=O)c6cccc(OC)c6)c5c4)cc32)c1
 : -0.5	-92	6	/	-1.3	-2.0	0.9	/	-1	39*	/
CC(C)OC(=O)c1c2c(n3ccccc13)C(=O)c1ccccc1C2=O
 : -0.6	-43	-5	1.8	0.1	0.1	4.6	1.6	3	16	-2.5
O=C(CN1C(=O)NC2(CCCCC2)C1=O)Nc1nc2c(F)cc(F)cc2s1
 : 0.1	-9	-13	2.2	-0.3	-0.3	1.0	0.9	-2	-4	1.1
CCN(CC)C(=O)c1sc(NC(=O)Cc2ccc(OC)cc2)c(C#N)c1C
 : 0.8	2	-8	-1.9	-1.1	-0.4	-1.5	1.0	-2	-5	1.7
COCCN(CC(=O)Nc1cccc(C)c1C)C(=O)c1oc2c(Cl)cccc2c1C
 : -0.2	-7	-8	-0.3	-0.2	2.0	2.8	0.3	-1	2	-1.6
O=[N+]([O-])c1ccc(NN=Cc2ccco2)nc1
 : 4.4	-19	-1	1.2	-0.6	-0.5	1.5	3.5	6	-13	-4.6
COC(=O)[C@H](C)NC(=O)[C@@H]1CCCN1C(=O)CNP(=O)(OCc1ccccc1)OCc1ccccc1
 : 0.1	4	6	/	-1.2	/	-1.8	/	/	-1	/

Screening results as filed in PubChem.
